TRPC6 inhibitor: inhibitors of mouse TRPC6 channel | 310,000 tested, 1.1% active | HEK293-TRPC6, membrane potential dye, ACh-evoked depolarization; hits give low values | B-score at 10 µM | AID 2553 | Q61143;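 active means B-score under library mean minus 3 SD, initial fluorescence not abnormally high, positive integrated signal ratio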;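 further: B-score derived from integrated fluorescence ratio over the kinetic read; more negative B-score means stronger inhibition of depolarization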
TRPC4 agonist: opens the mouse TRPC4 cation channel; Q9QUQ5; HEK293 TRPC4beta/mu-opioid, Fluo4 calcium fluorescence; hits give high values; B-score at 10 µM; 310,000 tested, 0.49% active;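 active means B-score above 5 SD of library B-scores, and initial fluorescence ratio not above library mean plus 5 SD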;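 further: positive B-score marks a calcium rise read as TRPC4 activation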
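Assay system: HEK293 cells stably co-expressing mouse TRPC4beta and mu-opioid receptor / Timing: Fluo4 dye loading 45 min at room temperature, 110 s recording / Signal: Fluo4 calcium-sensitive dye fluorescence, kinetic, 1 Hz baseline / Read-out: integrated baseline-normalised fluorescence ratio, converted to per-well B score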
TRPC4 PAM: allosteric potentiators of mouse TRPC4 channel; Q9QUQ5; HEK293 TRPC4beta/mu-opioid, DAMGO EC20, Fluo-4 Ca2+ flux; hits give high values; B-score at 10 µM; 310,000 tested, 0.42% active; AID 2227;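 active means B-score of calcium response area above 5 SD of library B-scores, with initial fluorescence ratio within 5 SD of library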;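 further: B-score of integrated fluorescence ratio over time as area under calcium response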
TRPC6 act: mouse TRPC6 channel activation; Q61143; HEK293-TRPC6 membrane potential dye fluorescence; hits give high values; B-score at 10 µM; 310,000 tested, 0.13% active;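 active means B-score of the integrated fluorescence ratio above library mean plus 3 SD, and starting fluorescence ratio within library mean plus 5 SD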;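 further: higher score means more depolarization so channel activation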
TRPC4 inh: inhibitors of mouse TRPC4 channel. AID 2247. Q9QUQ5. 300,000 tested, 0.39% active. HEK293 TRPC4beta/mu-opioid, DAMGO-evoked Fluo4 calcium flux; hits give low values. B-score at 10 µM;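 active means B-score over 3 SD under the library average, no early fluorescence shift, positive overall ratio signal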
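Assay system: Stable TRPC4beta/mu-opioid receptor HEK293 cells | Reagent: DAMGO in two steps, submaximal then maximal | Compound dosing: Single concentration per test compound | Signal: Fluo4 Ca2+ flux fluorescence | Evaluation: Per-well B score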
TMEM16A inh: inhibitors of mouse TMEM16A calcium-activated chloride channel. Q8BHY3. HEK293 TMEM16A/YFP iodide influx fluorescence, ionomycin. normalized B-score (activity score, 25-100; higher = stronger inhibition) at 10 µM. 310,000 tested, 1.2% active. AID 588511;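 active means ratio plate-corrected score three or more library SD toward inhibition, starting fluorescence score within five deviations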;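 further: score derived from kinetic fluorescence span divided by baseline fluorescence per well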
Target sequence (Q8BHY3 whole entry, looked up): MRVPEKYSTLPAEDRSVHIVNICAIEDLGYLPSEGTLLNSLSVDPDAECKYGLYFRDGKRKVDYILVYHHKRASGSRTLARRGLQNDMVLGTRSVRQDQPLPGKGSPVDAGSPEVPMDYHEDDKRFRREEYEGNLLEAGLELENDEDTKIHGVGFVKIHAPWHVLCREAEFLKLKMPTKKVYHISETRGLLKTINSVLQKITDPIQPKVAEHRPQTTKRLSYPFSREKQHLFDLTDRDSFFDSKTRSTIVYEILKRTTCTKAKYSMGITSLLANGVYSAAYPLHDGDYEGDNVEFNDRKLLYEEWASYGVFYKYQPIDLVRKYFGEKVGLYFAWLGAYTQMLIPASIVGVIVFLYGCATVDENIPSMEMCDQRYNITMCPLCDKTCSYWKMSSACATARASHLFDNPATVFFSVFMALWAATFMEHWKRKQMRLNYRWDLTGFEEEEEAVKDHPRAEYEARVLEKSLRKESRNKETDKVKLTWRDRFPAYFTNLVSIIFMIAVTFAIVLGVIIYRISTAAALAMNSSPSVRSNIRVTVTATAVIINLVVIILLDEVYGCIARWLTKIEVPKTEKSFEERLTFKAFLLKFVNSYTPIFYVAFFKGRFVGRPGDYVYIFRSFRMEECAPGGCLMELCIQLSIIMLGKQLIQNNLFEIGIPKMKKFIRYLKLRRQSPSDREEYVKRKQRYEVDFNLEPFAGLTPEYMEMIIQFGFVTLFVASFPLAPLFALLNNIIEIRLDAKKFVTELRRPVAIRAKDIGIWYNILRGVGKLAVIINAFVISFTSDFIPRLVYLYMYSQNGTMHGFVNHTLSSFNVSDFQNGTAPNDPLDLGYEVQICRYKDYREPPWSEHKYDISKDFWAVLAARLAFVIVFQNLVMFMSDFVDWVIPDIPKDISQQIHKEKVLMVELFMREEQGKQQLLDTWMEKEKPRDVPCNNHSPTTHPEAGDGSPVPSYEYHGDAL
MrgX1 PAM: human MrgX1 positive allosteric modulation, primary screen; Q96LB2; MrgX1-HEK293, Fluo-4 calcium flux, FDSS; hits give high values; B-score at 10 µM; 310,000 tested, 0.63% active; AID 588675;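 active means plate-corrected calcium response at least 3 library SD above typical, normal starting fluorescence, not activating the receptor alone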;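 further: compound read alongside a low EC10 to EC30 dose of BAM8-22 agonist; peak minus trough fluorescence over baseline measured at the second addition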
SKKanGAS inh: inhibitors of SKKanGAS S. pyogenes growth in kanamycin (SK-promoter or general growth effect) | AID 1662 | BacTiter-Glo, 6 h | 300,000 tested, 1.3% active | inhibition, % at 7.5 µM;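 active means mean replicate score, as percent of positive control median, at least 50; inconclusive means mean below 50 but one replicate at or above 50; inactive means mean and every replicate below 50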;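 further: strain carries kanamycin resistance gene driven by streptokinase promoter and grows in 40 µg/ml kanamycin; loss of luminescence reflects streptokinase promoter inhibition or plain growth inhibition; 0% = median of DMSO wells and 100% = positive control at its reference dose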
MrgX1 agonist: human MrgX1 receptor agonism, primary screen; B-score at 10 µM; MrgX1-HEK293 cells, Fluo-4 calcium fluorescence, agonist mode; hits give high values; Q96LB2; 310,000 tested, 0.44% active; AID 588627;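 active means calcium response B-score plate-corrected fluorescence ratio at least 3 library SD, with starting fluorescence B-score inside 5 SD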
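Test system: HEK293 cells stably expressing human MrgX1 receptor; Input: fifteen thousand cells per well; Dosing: compound delivered in addition one of three; Schedule: overnight seeding, then 1 h dark dye loading; Technique: Fluo-4 NW calcium fluorescence; Measure: B-scored fluorescence response ratio; Controls: positive and negative controls per plate.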
MrgX1 antag: antagonists of human MrgX1 receptor. MRGX1-HEK293 calcium flux, Fluo-4, BAM8-22 antagonism; hits give low values. B-score at 10 µM. 310,000 tested, 1.3% active. AID 588676;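 active means calcium-response B-score plate-corrected more than 3 library SD below zero, starting fluorescence within 5 deviations, no agonist response on first addition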;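 further: peak minus trough fluorescence over baseline after final BAM8-22 challenge near maximal dose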
ANO1 activ: activators or potentiators of mouse TMEM16A chloride channel | HEK293 TMEM16A/YFP-H148Q/I152L, iodide quench fluorescence; hits give low values | 340,000 tested, 0.3% active | B-score at 10 µM | Q8BHY3;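 active means fluorescence-ratio B-score plate-corrected deviation score at least 3 library SD below zero, with starting fluorescence score within 5 deviations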;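 further: channel opened by trigger with iodide after compound preincubation; score built on the fluorescence ratio of max minus min over baseline; more negative score means more quench and so TMEM16A activation or potentiation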
* = called active by the depositor; i = inactive; ? = inconclusive; . = not tested or not shown.

SMILES	TRPC6 inhibitor	TRPC4 agonist	TRPC4 PAM	TRPC6 act	TRPC4 inh	TMEM16A inh	MrgX1 PAM	SKKanGAS inh	MrgX1 agonist	MrgX1 antag	ANO1 activ
Cc1ccc(N2CC(C(=O)Nc3ccc(S(=O)(=O)N4CCCC4)cc3)CC2=O)cc1C (configuration not stated)	i	i	i	i	i	i	i	5.0	i	i	i
COc1cccc(CC2(CO)CCCN(Cc3cc(F)ccc3-n3cccn3)C2)c1 (configuration not stated)	i	i	i	i	i	i	i	-4.5	i	i	i
COc1cc(OC)cc(N2CCN(S(=O)(=O)c3ccc(-n4cnnn4)cc3)CC2)c1	i	i	i	i	i	i	i	-3.8	i	i	i
CCCCN(C(=O)CCC(=O)Nc1cc(C)on1)C(C(=O)NC1CCCC1)c1ccccc1OCC (configuration not stated)	i	i	i	i	i	i	i	-5.5	i	i	i
COc1cc(NC(=O)CN(C)S(=O)(=O)c2ccc(-c3ccc(=O)[nH]n3)s2)cc(OC)c1	i	i	i	i	i	i	i	4.5	i	i	i
N/C(=N\OC(=O)c1ccc(F)cc1)c1nonc1N	i	i	i	i	i	i	i	3.0	i	i	i
COC(=O)c1ccc(C23CC4(C2)[C@H](CN(C)[C@@H]4c2ccccc2)C3c2ccc(C(F)(F)F)cc2)cc1 (some centres not stated)	i	i	i	i	i	i	i	1.9	i	i	i
COc1cccc(NC(=O)c2ccc(N3C(=O)C4CCC(C)CC4C3=O)cc2)c1 (configuration not stated)	i	i	i	i	i	i	i	-6.3	i	i	i
CCCCN(CC)CCNC(=O)c1cc2c(=O)n(C)c3ccccc3c2s1	i	i	16*	i	i	i	i	-3.5	i	i	i
COC(=O)c1ccc(CN(Cc2ccc(C(=O)OC)o2)C(C)(C)C)o1	i	i	i	i	i	i	i	2.6	i	i	i
CC(C)(C)c1ccc(/C=C/C(=O)N2CCOCC2)cc1	i	i	i	i	i	i	i	-10.5	i	i	i
CCS(=O)(=O)Nc1cc(C(=O)O)ccc1C	i	i	i	i	i	i	i	1.8	i	i	i
O=C(CSc1nc2ccccc2o1)N/N=C/c1ccco1	i	i	i	i	i	i	i	-3.8	i	i	i
Nc1c(-c2ccc(Cl)cc2)cnn1-c1cc(C(F)(F)F)cc(C(F)(F)F)c1	i	i	i	i	i	i	14.2*	-2.0	i	i	i
CCOc1ccc(CCNC(=O)Cn2ccc3ccccc3c2=O)cc1OCC	i	i	i	i	i	i	i	-5.5	i	i	i
CC(=O)NC(c1ccccc1)c1cc(Cl)c2cccnc2c1O (configuration not stated)	i	i	i	i	i	i	i	79.0*	i	i	i
CCN1CCN(c2ccc(S(=O)(=O)N3CCOCC3)cc2NC(=O)/C=C/c2ccc(OC)cc2OC)CC1	i	101*	i	i	i	i	i	-3.4	i	i	i
O=C(CSc1nnc(NC(=O)c2ccco2)s1)Nc1ccccc1F	i	i	i	i	i	i	i	0.1	i	i	i
COc1cc(NS(=O)(=O)c2c(C)[nH]c(C)c2C(=O)N2CCCCC2)cc(OC)c1OC	i	i	i	i	i	i	i	-16.0	i	i	i
COc1cccc(OCCCCSc2ncccn2)c1	i	i	i	i	i	i	i	1.6	i	i	i
CCCCCCCN1C=CC(=O)CC1	i	i	i	i	i	i	i	0.8	i	i	i
COc1ccc(S(=O)(=O)N2CCC(NC(=O)C(Cc3cccc(OC)c3OC)NC(C)=O)CC2)cc1 (configuration not stated)	i	i	i	i	i	i	i	-7.4	i	i	i
CCOc1cc(NC(=S)NCCCN(C)C)c(OCC)cc1NC(=O)c1cccs1	i	i	i	i	i	i	i	1.8	i	i	i
O=C(Nc1ccccc1F)c1ccc(Cn2cc(Cl)cn2)cc1	i	i	i	i	i	i	i	-7.5	i	i	i
CCc1ccc(-c2cc3c(=O)n(CC(=O)NCCCN4CCC(Cc5ccccc5)CC4)nc(C)n3n2)cc1	i	i	i	i	i	i	i	-8.5	i	i	i

(listing goes on)
SMILES	TRPC6 inhibitor	TRPC4 agonist	TRPC4 PAM	TRPC6 act	TRPC4 inh	TMEM16A inh	MrgX1 PAM	SKKanGAS inh	MrgX1 agonist	MrgX1 antag	ANO1 activ
CCc1nnc(NC(=O)c2cc(-c3ccccn3)nc3ccc(Br)cc23)s1	i	i	i	i	i	i	i	6.6	i	i	i
O=C(C1CCC1)N1CCc2cc(S(=O)(=O)N3CCN(c4ccccn4)CC3)ccc21	i	i	i	i	i	i	i	2.7	i	i	i
Cc1cccc(C(=O)OCC(=O)N(CC(C)C)c2c(N)n(Cc3ccccc3)c(=O)[nH]c2=O)c1O	i	i	i	i	i	i	i	3.0	i	i	i
COc1ccc(N2CC(C(=O)Nc3cc(C(F)(F)F)ccc3N3CCCC3)CC2=O)c(OC)c1 (configuration not stated)	i	i	i	i	i	i	i	1.9	i	i	i
CC(=O)N1CCOc2ccc(S(=O)(=O)Nc3ccc(Cl)cn3)cc21	i	i	i	i	i	i	i	5.6	i	i	i
CCN(CC)c1nc2ccccc2c(N)c1-c1ccccc1	-6.88*	i	i	i	-7*	i	i	-9.0	i	i	i
O=C(O)CCC(=O)Nc1ccc(C(=O)OC2CCCCC2)cc1	i	i	i	i	i	i	i	-5.5	i	i	i
C=CCn1c(SCC(=O)Nc2ccccc2C)nnc1-c1ccncc1	i	i	i	i	i	i	i	2.4	i	i	i
Cc1cc(C)[n+](-c2ccc(Oc3ccccc3)c(S(=O)(=O)[O-])c2)[nH]1	i	i	i	i	i	i	i	-2.0	i	i	i
CCC(CC)C(=O)Nc1c2c(nn1-c1ccc(OC)cc1)CS(=O)(=O)C2	i	i	i	i	i	i	i	3.2	i	i	i
CN(C)CCCN1C(=O)c2oc3ccccc3c(=O)c2C1c1cccs1 (configuration not stated)	i	i	i	i	i	i	i	.	i	i	i
O=C(CCc1ccccc1)Nc1nnc(-c2ccc3c(c2)CCCC3)o1	i	i	i	i	i	i	i	85.2*	i	i	i
CC(=O)N(CCOc1ccccc1)CCOc1ccccc1	i	i	i	i	i	i	i	-2.4	i	i	i
N/C(=N\OC(=O)c1cccc2ccccc12)c1ccccn1	i	i	i	i	i	i	i	-9.3	i	i	i
Cc1cc(=O)n2nc(N3CCCC(C(=O)N4CCc5ccccc54)C3)sc2n1 (configuration not stated)	-8.73*	i	i	i	i	i	i	3.4	i	i	i
O=S(=O)(Nc1ccncc1Cl)c1cc(Cl)ccc1Cl	i	i	i	i	i	i	i	9.5	i	i	i
CCc1nnc(NS(=O)(=O)c2ccc(NCc3ccccc3O)cc2)s1	i	i	i	i	i	i	i	3.7	i	i	i
Cc1csc(NC(=O)[C@@H](NC(=O)c2ccccc2)C(C)C)n1	i	i	i	i	i	i	i	1.3	i	i	i
COc1ccc(NC(=O)COc2ccc(N(C)S(=O)(=O)c3ccc(C)cc3)cc2)cc1	i	i	i	i	i	i	i	-2.4	i	i	i
CCCc1cc(=O)oc2c(C)c(OCC(=O)Nc3ccccn3)ccc12	i	i	i	i	i	i	i	-4.1	i	i	i
CCCC(=O)NC(c1ccc2c(c1)OCO2)c1cc(Cl)c2cccnc2c1O (configuration not stated)	-5.76*	i	i	i	i	i	i	62.3*	i	i	i
COc1ccc(NC(=O)CNC(=O)Cn2c(C)cc3ccccc3c2=O)c(OC)c1	i	i	i	i	i	i	i	-1.7	i	i	i
CCn1c(-c2nonc2NC(=O)c2ccccc2)nc2ccccc21	i	i	i	i	i	i	i	-15.6	i	i	i
CC1(C)C(=O)NC(=O)N1Cc1ccccc1	i	76*	i	i	i	i	i	-2.3	i	i	i
CCCCN(CCCC)c1ccc(C(=O)c2ccccc2C(=O)O)c(O)c1	i	i	i	i	i	i	i	13.4	42*	i	i

(cont.)
SMILES	TRPC6 inhibitor	TRPC4 agonist	TRPC4 PAM	TRPC6 act	TRPC4 inh	TMEM16A inh	MrgX1 PAM	SKKanGAS inh	MrgX1 agonist	MrgX1 antag	ANO1 activ
CC(NCc1ccccc1Cl)C(=O)Nc1ccc(C#N)cc1 (configuration not stated)	i	i	i	i	i	i	i	-4.1	i	i	i
NC(=O)CC(NC(=O)Cc1cccc2ccccc12)c1ccc(NCc2ccccc2)c([N+](=O)[O-])c1 (configuration not stated)	i	i	i	i	i	i	i	9.7	i	i	i
CCC1CCc2sc(C(=O)N(C)CC(=O)Nc3ccc(N4CCOCC4)cc3)cc2C1 (configuration not stated)	i	i	i	i	i	i	i	3.9	i	i	i
O=C(Nc1cccnc1Cl)c1cc2ccccc2o1	i	i	i	i	i	i	i	-1.2	i	i	i
CC(C)(C)OC(=O)N[C@@H](Cc1ccccc1)c1nnc(SCC(N)=O)o1	i	i	i	i	i	i	i	2.1	i	i	i
COc1ccc(CC(=O)NCc2n[nH]c(=S)n2-c2cccc(Cl)c2)cc1	i	i	i	i	i	i	i	8.8	i	i	i
CCN(CC(=O)N1CCOCC1)S(=O)(=O)c1ccc(C)cc1	i	i	i	i	i	i	i	-4.1	i	i	i
Cc1nn(CC(=O)NCCc2ccccc2)c(C)c1[N+](=O)[O-]	i	i	i	i	i	i	i	4.3	i	i	i
COc1ccc(NC(=O)CSc2nc3ccsc3c(=O)n2Cc2ccccn2)c(OC)c1	i	i	i	i	i	i	i	1.8	i	i	i
COc1ccccc1N1CCN(C(=O)c2cc(-c3cccs3)on2)CC1	i	i	i	i	.	i	i	0.2	i	i	i
O=C(O)c1cc2c(ccc3ccccc32)o1	i	i	i	i	i	i	i	-3.6	i	i	i
c1ccc(CSC2=NCCCN2)cc1	i	i	i	i	i	i	i	-0.2	i	i	i
Cc1ccc(C)c(OCCCCN2CCNCC2)c1C	-5.62*	i	15*	i	i	i	i	-14.9	i	i	i
Cc1ccc(S(=O)(=O)NCC(c2ccco2)S(=O)(=O)c2ccccc2)cc1 (configuration not stated)	i	i	i	i	i	25*	i	-11.7	i	i	i
CC1(C)CC(=O)c2cnc(N3CCc4ccccc43)nc2C1	i	i	i	i	i	i	i	10.6	i	i	i
CCC(CC)c1nnc(NC(=O)C2CCN(C(=O)c3ccco3)CC2)s1	i	i	i	i	i	i	i	-3.3	i	i	i
COc1ccc(OC)c(CNC(=O)CCC(=O)N2Cc3ccccc3Oc3ncccc32)c1	i	i	i	i	i	i	i	3.3	i	i	i
CCC[N+]1(CC#CC2(O)CCCCC2)CCOCC1	i	i	i	i	i	i	i	?	i	i	i
CCn1c(NN)nc2sc3c(c2c1=O)CCC3	.	.	.	.	.	i	i	.	i	i	i

Assay outcomes: PubChem, several laboratories
